High-throughput results from PubChem BioAssay.
Growth percent in the NCI-60 one-dose screen (48 h, 10 µM unless noted): 100 = growth as untreated, 0 = no growth, -100 = all killed.
HS 578T = HS 578T breast cancer | 4.1% of 78,000 active
BT-549 = BT-549 breast cancer; 4.4% of 78,000 active; AID 1794793
SR = SR leukemia cells; 8.7% of 73,000 active
MDA-MB-231 = MDA-MB-231 breast cancer. 5% of 81,000 active. AID 1794789
K-562 = K-562 leukemia | 7.4% of 78,000 active
MCF7 = MCF7 breast cancer | 6.3% of 82,000 active | AID 1794796
MDA-MB-468 = MDA-MB-468 breast cancer | 8.5% of 78,000 active
T-47D = T-47D breast cancer; AID 1794792; 5% of 79,000 active
Numbers without * were called inactive; & = joins results of further samples. The calls were made as follows: active = growth percent below 10; inactive = the rest. The order is random. Share with any hit: about 14%.

What do the screens show for `COc1ccc(OC)c(/C=C2/C=C(c3ccc(Cl)cc3)N(CCc3ccc(S(N)(=O)=O)cc3)C2=O)c1`?
HS 578T: 90; BT-549: 81; SR: 38; MDA-MB-231: 12; K-562: 56; MCF7: 41; MDA-MB-468: 61; T-47D: 59

Results for Cc1c(NC(=S)Nc2ccc(S(=O)(=O)Nc3ccc(Cl)nn3)cc2)n(-c2ccccc2)c(=O)n1C ?
HS 578T: 91; BT-549: 99; SR: 91; MDA-MB-231: 85; K-562: 96; MCF7: 98; MDA-MB-468: 100; T-47D: 96

Results for Cc1cccc2cc(-c3cc4ccccc4[nH]3)/c(=N\Nc3ccc(Cl)cc3)oc12 ?
HS 578T: 100; BT-549: 97; SR: 90; MDA-MB-231: 77; K-562: 87; MCF7: 62; MDA-MB-468: 67; T-47D: 57

What do the screens show for `COc1ccc2c(c1)c(CC(=O)O)c(C)n2C(=O)c1ccc(Cl)cc1`?
HS 578T: 98; BT-549: 67; SR: 106; MDA-MB-231: 102; K-562: 73; MCF7: 84; MDA-MB-468: 96; T-47D: 107

Results for Clc1ccc2c(c1)C1CC(c3ccco3)=NN1C(c1ccncc1)O2 (configuration not stated) ?
HS 578T: 97; BT-549: 95; SR: 82; MDA-MB-231: 101; K-562: 96; MCF7: 82; MDA-MB-468: 106; T-47D: 96

Results for CCNC(=O)N1CCc2c(Br)c3c(c(OC)c2C1Cc1ccc(OC)cc1)OCO3 (configuration not stated) ?
HS 578T: 17; BT-549: 30; SR: 33; MDA-MB-231: 47; K-562: 20; MCF7: 12; MDA-MB-468: 19; T-47D: 21

Results for CO[C@]1(CO)O[C@@H](n2cc(C)c(=O)[nH]c2=O)C[C@@H]1O ?
HS 578T: 96; BT-549: 108; SR: 105; MDA-MB-231: 102; K-562: 93; MCF7: 93; MDA-MB-468: 104; T-47D: 91

What do the screens show for `COc1cc(OC)c2cc(C(=O)c3ccc(C#N)cc3)c(=O)oc2c1`?
HS 578T: 82; BT-549: 87; SR: 90; MDA-MB-231: 79; K-562: 85; MCF7: 97; MDA-MB-468: 94; T-47D: 88

What do the screens show for `O=c1[nH]cnc2c1ncn2C1OC(CO)C(O)C1O` (configuration not stated)?
HS 578T: 92&110&109; BT-549: 109&123&103; SR: 88&84&106; MDA-MB-231: 108&105&110; K-562: 113&108&105; MCF7: 96&97&100; MDA-MB-468: 111&113&123; T-47D: 90&107&103

What do the screens show for `Cc1cc2nc(C(Cl)Cl)nc(C)n2n1`?
HS 578T: 98; BT-549: 107; SR: 97; MDA-MB-231: 103; K-562: 99; MCF7: 97; MDA-MB-468: 108; T-47D: 98

Results for O=C1CCC(OCc2cc(=O)c(O)co2)N1 (configuration not stated) ?
HS 578T: 104; BT-549: 107; SR: 95; MDA-MB-231: 107; K-562: 94; MCF7: 96; MDA-MB-468: 114; T-47D: 101

What do the screens show for `O=C1c2cc(O)cc(O)c2[C@H](c2ccc(O)cc2)[C@H]1c1cc(O)cc(O)c1`?
HS 578T: 105; BT-549: 114; SR: 113; MDA-MB-231: 103; K-562: 99; MCF7: 101; MDA-MB-468: 93; T-47D: 105

What do the screens show for `C#CCO[C@H]1CC[C@H](OCC#C)[C@@H]2[C@H]1[C@H]1C[C@@H]3[C@@]4(C)CCC[C@@](C)(C(=O)OC)[C@@H]4CC[C@@]23C=C1C(C)C`?
HS 578T: 114; BT-549: 106; SR: 20; MDA-MB-231: 65; K-562: 80; MCF7: 90; MDA-MB-468: 91; T-47D: 95

Results for CC(=O)Nc1cccc(Oc2nc(NS(=O)(=O)c3ccccc3)nc(-c3ccc(C)cc3)c2C#N)c1 ?
HS 578T: 91; BT-549: 109; SR: 91; MDA-MB-231: 87; K-562: 103; MCF7: 98; MDA-MB-468: 117; T-47D: 96

How did COc1cc(CN(C(C)=O)c2ccccc2C(=O)O)ccc1[N+](=O)[O-] do in these assays?
HS 578T: 105; BT-549: 85; SR: 103; MDA-MB-231: 110; K-562: 88; MCF7: 94; MDA-MB-468: 88; T-47D: 100

Results for Cc1ccc(NS(=O)(=O)c2ccccc2)c([N+](=O)[O-])c1 ?
HS 578T: 99; BT-549: 100; SR: 88; MDA-MB-231: 99; K-562: 95; MCF7: 97; MDA-MB-468: 109; T-47D: 101

Results for C=C(C)[C@@H]1CC[C@]2(C(=O)N3CCN(C)CC3)CC[C@]3(C)[C@H](CC[C@@H]4[C@@]5(C)CC[C@H](OP(=O)(OCC)OCC)C(C)(C)[C@@H]5CC[C@]43C)[C@@H]12 ?
HS 578T: 88; BT-549: 94; SR: -27*; MDA-MB-231: 84; K-562: 30; MCF7: 69; MDA-MB-468: 76; T-47D: 88

What do the screens show for `CCCCCCNC(=O)N/C(N)=N/c1nc2ccccc2s1`?
BT-549: 102; SR: 71; K-562: 87; MCF7: 89; MDA-MB-468: 55; T-47D: 90

How did COc1ccc(C(=O)C2C(C#N)C(C#N)C3c4ccccc4C=CN23)cc1 (configuration not stated) do in these assays?
HS 578T: 95; BT-549: 95; SR: 105; MDA-MB-231: 79; K-562: 73; MCF7: 91; MDA-MB-468: 65; T-47D: 61

How did CCCCCC(C)OC(=O)c1ccccc1 (configuration not stated) do in these assays?
HS 578T: 101; BT-549: 107; SR: 113; MDA-MB-231: 111; K-562: 103; MCF7: 105; MDA-MB-468: 115; T-47D: 94

Sorted by count of non-hydrogen atoms (rising): ten of the compounds above.
Results for O=C1CCC(OCc2cc(=O)c(O)co2)N1 (configuration not stated) ?
HS 578T: 104; BT-549: 107; SR: 95; MDA-MB-231: 107; K-562: 94; MCF7: 96; MDA-MB-468: 114; T-47D: 101

What do the screens show for `O=c1[nH]cnc2c1ncn2C1OC(CO)C(O)C1O` (configuration not stated)?
HS 578T: 92&110&109; BT-549: 109&123&103; SR: 88&84&106; MDA-MB-231: 108&105&110; K-562: 113&108&105; MCF7: 96&97&100; MDA-MB-468: 111&113&123; T-47D: 90&107&103

Results for Cc1ccc(NS(=O)(=O)c2ccccc2)c([N+](=O)[O-])c1 ?
HS 578T: 99; BT-549: 100; SR: 88; MDA-MB-231: 99; K-562: 95; MCF7: 97; MDA-MB-468: 109; T-47D: 101

What do the screens show for `COc1cc(OC)c2cc(C(=O)c3ccc(C#N)cc3)c(=O)oc2c1`?
HS 578T: 82; BT-549: 87; SR: 90; MDA-MB-231: 79; K-562: 85; MCF7: 97; MDA-MB-468: 94; T-47D: 88

How did COc1ccc(C(=O)C2C(C#N)C(C#N)C3c4ccccc4C=CN23)cc1 (configuration not stated) do in these assays?
HS 578T: 95; BT-549: 95; SR: 105; MDA-MB-231: 79; K-562: 73; MCF7: 91; MDA-MB-468: 65; T-47D: 61

Results for Cc1cccc2cc(-c3cc4ccccc4[nH]3)/c(=N\Nc3ccc(Cl)cc3)oc12 ?
HS 578T: 100; BT-549: 97; SR: 90; MDA-MB-231: 77; K-562: 87; MCF7: 62; MDA-MB-468: 67; T-47D: 57

Results for CCNC(=O)N1CCc2c(Br)c3c(c(OC)c2C1Cc1ccc(OC)cc1)OCO3 (configuration not stated) ?
HS 578T: 17; BT-549: 30; SR: 33; MDA-MB-231: 47; K-562: 20; MCF7: 12; MDA-MB-468: 19; T-47D: 21

Results for Cc1c(NC(=S)Nc2ccc(S(=O)(=O)Nc3ccc(Cl)nn3)cc2)n(-c2ccccc2)c(=O)n1C ?
HS 578T: 91; BT-549: 99; SR: 91; MDA-MB-231: 85; K-562: 96; MCF7: 98; MDA-MB-468: 100; T-47D: 96

What do the screens show for `C#CCO[C@H]1CC[C@H](OCC#C)[C@@H]2[C@H]1[C@H]1C[C@@H]3[C@@]4(C)CCC[C@@](C)(C(=O)OC)[C@@H]4CC[C@@]23C=C1C(C)C`?
HS 578T: 114; BT-549: 106; SR: 20; MDA-MB-231: 65; K-562: 80; MCF7: 90; MDA-MB-468: 91; T-47D: 95

Results for C=C(C)[C@@H]1CC[C@]2(C(=O)N3CCN(C)CC3)CC[C@]3(C)[C@H](CC[C@@H]4[C@@]5(C)CC[C@H](OP(=O)(OCC)OCC)C(C)(C)[C@@H]5CC[C@]43C)[C@@H]12 ?
HS 578T: 88; BT-549: 94; SR: -27*; MDA-MB-231: 84; K-562: 30; MCF7: 69; MDA-MB-468: 76; T-47D: 88

Later entries
Results for CCOC(=O)C1=C(C(=O)c2ccc(C)cc2)C(c2ccc(Cl)cc2Cl)C(C(=O)c2ccc(C)cc2)=C(C(=O)OCC)N1 ?
HS 578T: 87; BT-549: 86; K-562: 94; MCF7: 85; MDA-MB-468: 103

Results for C#Cc1ccc(NC(=O)c2sc3nc4c(cc3c2N)CCCCCC4)cc1 ?
HS 578T: 119; BT-549: 72; SR: 60; MDA-MB-231: 99; K-562: 50; MCF7: 77; MDA-MB-468: 67; T-47D: 45

What do the screens show for `O=C(Nc1ccccc1NC(=O)c1ccccc1)c1ccccc1`?
HS 578T: 109; BT-549: 112; SR: 98; MDA-MB-231: 93; K-562: 103; MCF7: 93; MDA-MB-468: 107; T-47D: 102

How did CC[C@@H](C)[C@@H]1NC(=O)[C@H]([C@@H](C)CC)NC(=O)[C@@H]2CCCN2C(=O)[C@@H]2CCCN2C(=O)[C@H](CCCNC(=N)N)NC(=O)[C@H](CCCNC(=N)N)NC(=O)[C@@H](CC(C)C)NC(=O)[C@H](Cc2ccccc2)NC(=O)[C@@H](NC(=O)[C@@H](N)CS)CSSC[C@H](C(=O)N[C@@H](C)C(=O)O)NC(=O)[C@H](Cc2c[nH]c3ccccc23)NC(=O)[C@H](Cc2ccccc2)NC(=O)[C@H](Cc2ccccc2)NC(=O)CNC(=O)[C@H](CCC(=O)O)NC(=O)[C@@H](Cc2cnc[nH]2)NC(=O)[C@H](Cc2cnc[nH]2)NC(=O)[C@H](CC(C)C)NC(=O)[C@@H](CC(C)C)NC(=O)[C@H](Cc2ccccc2)NC(=O)[C@H]([C@@H](C)CC)NC(=O)[C@H](CCCNC(=N)N)NC1=O do in these assays?
HS 578T: 120; BT-549: 101; SR: 102; MDA-MB-231: 95; K-562: 99; MCF7: 104; MDA-MB-468: 117; T-47D: 102

Results for O=C(Nc1cccc(Cn2c(=O)[nH]c3ccc(Oc4ncccn4)cc3c2=O)c1)c1ccc(Cl)cc1 ?
HS 578T: 49; BT-549: 42; MDA-MB-231: 54; K-562: 4.8*; MCF7: 28; MDA-MB-468: 17

How did O=C(O)COc1ccc(-c2ccccc2)cc1 do in these assays?
BT-549: 109; SR: 90; MDA-MB-231: 112; K-562: 98; MCF7: 101; MDA-MB-468: 100; T-47D: 100

How did O=C(/C=C/c1cccs1)Nc1ncc(Cc2ccccc2F)s1 do in these assays?
HS 578T: 16; BT-549: 52; SR: 26; MDA-MB-231: 34; K-562: 24; MCF7: 17; MDA-MB-468: -14*; T-47D: 24

Results for CCc1ccccc1-n1c(N)c(C#N)c(-c2ccc(N(C)C)cc2)c(C#N)c1=O ?
HS 578T: 92; BT-549: 85; MDA-MB-231: 91; K-562: 89; MCF7: 95; MDA-MB-468: 116; T-47D: 80

What do the screens show for `CC(C)(C)c1cc(C=O)cc(C(C)(C)C)c1O`?
BT-549: 92; SR: 101; MDA-MB-231: 87; MDA-MB-468: 95; T-47D: 110

How did CC1(C)CC[C@]23CC[C@]4(C)[C@H](CC[C@@H]5[C@@]6(C)CC(CCc7nn[nH]n7)(CCc7nn[nH]n7)C(=O)C(C)(C)[C@@H]6CC[C@]54C)[C@H]2[C@H]1OC3=O do in these assays?
HS 578T: 115; BT-549: 100; SR: 83; MDA-MB-231: 109; K-562: 97; MCF7: 97; MDA-MB-468: 104; T-47D: 103

How did CN1CCC[C@@H]1CCO[C@](C)(c1ccccc1)c1ccc(Cl)cc1 do in these assays?
HS 578T: 81; BT-549: 69; SR: 60; MDA-MB-231: 89; K-562: 30; MCF7: 63; MDA-MB-468: -11*; T-47D: 56

How did C(=N\Nc1nc(-c2ccccc2)cs1)/c1nc2ccccc2n1C1CC1 do in these assays?
HS 578T: 93; BT-549: 107; SR: 102; MDA-MB-231: 92; K-562: 104; MCF7: 95; MDA-MB-468: 92; T-47D: 100

What do the screens show for `COC(=O)c1cc(=O)nc(NN=C(C)C)s1`?
HS 578T: 115; BT-549: 107; SR: 82; MDA-MB-231: 130; K-562: 99; MCF7: 93; MDA-MB-468: 109; T-47D: 98

Results for O=C(O)c1ccc(N/N=C/c2cn(-c3ccc(C(=O)O)cc3)nc2-c2cccc(F)c2)cc1 ?
HS 578T: 92; BT-549: 103; SR: 95; MDA-MB-231: 104; K-562: 106; MCF7: 102; MDA-MB-468: 108; T-47D: 108

Results for O=[N+]([O-])CC(O)c1ccccc1Cl (configuration not stated) ?
HS 578T: 113; BT-549: 99; SR: 93; MDA-MB-231: 106; K-562: 103; MCF7: 90; MDA-MB-468: 108; T-47D: 103

What do the screens show for `Clc1ccc(-c2cc(-c3ccccc3)nc(Nc3nc4ccccc4[nH]3)n2)c(Cl)c1`?
HS 578T: 127; BT-549: 97; MDA-MB-231: 103; K-562: 101; MCF7: 93; MDA-MB-468: 107; T-47D: 98

How did CC1CCCNC1C (configuration not stated) do in these assays?
HS 578T: 92; BT-549: 123; SR: 105; MDA-MB-231: 97; K-562: 123; MCF7: 101; MDA-MB-468: 111; T-47D: 129

What do the screens show for `N#CC1(Nc2ccc([N+](=O)[O-])cc2)CCCC1`?
HS 578T: 109; BT-549: 102; SR: 85; MDA-MB-231: 95; K-562: 88; MCF7: 100; MDA-MB-468: 107; T-47D: 89

What do the screens show for `COc1cc(-c2cc(=O)oc3cc(O)ccc23)c(OC)c2c1OCO2`?
HS 578T: 82; BT-549: 91; SR: 84; MDA-MB-231: 94; K-562: 90; MCF7: 102; MDA-MB-468: 68

What do the screens show for `CCC(=O)OC1=C(C)SC2=NC(c3ccc(N)cc3)=CC(c3cc(OC)c(OC)c(OC)c3)N21` (configuration not stated)?
HS 578T: 110; BT-549: 97; SR: 87; MDA-MB-231: 91; K-562: 93; MCF7: 93; MDA-MB-468: 98; T-47D: 104

How did SCc1ccc(CS)cc1 do in these assays?
BT-549: 92; MDA-MB-231: 123; MDA-MB-468: 111; T-47D: 101
